Screening results (PubChem)
NIH3T3 tox – NIH 3T3 cell cytotoxicity. NIH 3T3 viability, CellTiter-Glo ATP luminescence, 48-72 h. Potency, µM (titrated, usually from 96.7 µM), for the others: at the top dose activity change, negative = cytotoxicity, hits mostly inhibitors. actives 4.3% (n = 94,000). AID 1345082; also: potency is read from the fitted curve at half-maximal effect; nearly all actives have a fitted effect of over 55% in size
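Mouse fibroblast NIH 3T3 cells, 400 per well, received compound via pintool and were incubated for 48 or 72 hr prior to CellTiter-Glo ATP luminescence measurement.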
SNCA viab count – cell viability loss counter-screen; Potency, µM (titrated, usually from 57.1 µM), without a hit: at the top dose activity change, negative = cytotoxicity, most hits filed as cytotoxic; actives 0.12% (n = 150,000); HEK-293-SNCA-luc viability, GF-AFC fluorescence, 24 h;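 also: potency is read from the fitted curve at half-maximal effect; 0% = DMSO-treated cells and -100% = medium-only wells without cells; nearly all actives have a fitted effect of over 30% in size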
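HEK-293-SNCA-luc cells (1500/well) plated 24 h, then exposed 24 h to a dilution series; GF-AFC added 30 min at 37C, fluorescence 405/540 nm; normalised to medium-only and DMSO wells, Hill fit.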
IP6K1 inh – inhibitors of human IP6K1; IP6K1 kinase, ADP-Glo luminescence, 2 h; hits give low values; Q92551; activity change, % (series mostly up to about 58 µM); AID 1645851; actives 0.81% (n = 140,000); in the data active = activity change below about -25%
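ADP-Glo luminescence measures ADP made by human IP6K1 during a 2 h RT reaction with ATP/IP6 (mix at 1.3 mM/130 uM); top library doses 57.5 and 19.1 uM final.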
HEK293 tox – cytotoxic compounds in HEK 293 cells; HEK 293 viability, ATP luminescence (CellTiter-Glo), 48-72 h; Potency, µM (highest dose often 115 µM), inactives show at the highest dose activity change, negative = cytotoxicity, usual class: inhibitors; actives 6.6% (n = 94,000); AID 1345083; also: potency is read from the fitted curve at half-maximal effect; nearly all actives have a fitted effect of over 60% in size
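HEK 293 cells seeded at 250 cells/well were exposed to compound for 48 or 72 hr at 37 degree Celsius. Viability taken as ATP content by CellTiter-Glo luminescence.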
Luciferase inh – inhibitors of firefly (Photinus pyralis) luciferase. P08659. purified P. pyralis luciferase, luminescence, biochemical. Potency, µM (series often up to 115 µM), for the others: at the highest dose activity change, negative = inhibition, actives largely listed as inhibitors. actives 2.5% (n = 76,000). AID 1347043; also: potency is read from the fitted curve at half-maximal effect; nearly all actives have a fitted effect of over 65% in size
Target sequence (P08659 whole entry, looked up): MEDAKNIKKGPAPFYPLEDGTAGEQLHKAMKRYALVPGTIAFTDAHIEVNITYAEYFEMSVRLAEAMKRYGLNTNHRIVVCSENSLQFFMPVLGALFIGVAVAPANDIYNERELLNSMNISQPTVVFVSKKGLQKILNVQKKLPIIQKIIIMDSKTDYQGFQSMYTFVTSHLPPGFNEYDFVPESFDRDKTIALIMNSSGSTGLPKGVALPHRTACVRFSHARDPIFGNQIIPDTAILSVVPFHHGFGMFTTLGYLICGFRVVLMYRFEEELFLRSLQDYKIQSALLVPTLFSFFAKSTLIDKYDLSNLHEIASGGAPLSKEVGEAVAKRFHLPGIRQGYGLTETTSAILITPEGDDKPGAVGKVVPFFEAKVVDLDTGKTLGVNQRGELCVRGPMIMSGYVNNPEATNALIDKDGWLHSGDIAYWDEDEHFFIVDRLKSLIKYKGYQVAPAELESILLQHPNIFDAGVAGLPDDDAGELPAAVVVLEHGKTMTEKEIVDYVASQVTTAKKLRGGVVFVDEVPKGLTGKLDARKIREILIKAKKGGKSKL
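FLuc 10nM, D-luciferin 10uM, ATP 10uM, Mg acetate 10mM, Tris acetate pH 7.5, Tween/BSA; cpd qHTS; enzyme added last; CCD luminescence.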
GPT2 inh – GPT2 alanine aminotransferase inhibition; Q8TD30; Recombinant GPT2, coupled pyruvate oxidase/HRP Amplex Red fluorescence; Potency, µM (highest dose often 57.7 µM), for inactives: at the top dose activity change, negative = inhibition, usual class: inhibitors; actives 0.25% (n = 100,000); AID 1671188; also: potency is read from the fitted curve at half-maximal effect; nearly all actives have a fitted effect of over 60% in size; many of its hits are not listed in these tables
Target sequence (Q8TD30 whole entry, looked up): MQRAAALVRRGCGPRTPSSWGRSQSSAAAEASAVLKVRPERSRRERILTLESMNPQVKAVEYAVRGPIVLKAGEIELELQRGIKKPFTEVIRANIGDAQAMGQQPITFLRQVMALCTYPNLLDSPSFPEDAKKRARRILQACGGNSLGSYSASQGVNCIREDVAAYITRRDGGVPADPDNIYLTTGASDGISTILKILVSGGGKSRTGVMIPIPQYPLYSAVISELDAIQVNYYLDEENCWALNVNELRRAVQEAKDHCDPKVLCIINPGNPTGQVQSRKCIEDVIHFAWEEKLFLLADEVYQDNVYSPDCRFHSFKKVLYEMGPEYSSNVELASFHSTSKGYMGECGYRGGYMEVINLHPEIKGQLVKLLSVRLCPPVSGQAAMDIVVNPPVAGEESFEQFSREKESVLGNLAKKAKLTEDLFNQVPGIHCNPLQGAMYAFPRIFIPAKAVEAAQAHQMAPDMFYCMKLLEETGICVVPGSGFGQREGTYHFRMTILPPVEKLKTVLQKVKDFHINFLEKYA
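Inhibition is scored from Amplex Red fluorescence generated when pyruvate oxidase and HRP act on pyruvate released by GPT2. Reactions contain 10ng/uL enzyme, 250uM a-KG and 2mM L-alanine and run 30 min at room temperature.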
SNCA expr inh – inhibitors of alpha-synuclein (SNCA) gene expression | AID 1671194 | Potency, µM (top dose mostly 57.2 µM), for inactives: top-dose activity change, negative = inhibition, actives largely listed as inhibitors | actives 0.17% (n = 140,000) | HEK-293 SNCA-luciferase knock-in, luminescence, 24 h;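 also: potency is read from the fitted curve at half-maximal effect; plate controls were DMSO cells for no effect and cell-free wells for full effect; nearly all actives have a fitted effect of over 45% in size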
Numbers without * were called inactive; i = inactive; u = inconclusive; x = not tested or not shown; [ ] = dose if it differs, or a comment. Unless noted, calls follow the shape of the dose curve; as a rule, active = well fitted curve in the direction sought with a large enough effect; inconclusive = small, poorly fitted or top-dose-only effect, or another doubt; inactive = no such curve, though single readings can be large; an effect the other way counts as inactive or inconclusive. Unless noted, % is scaled to controls: 0 for no effect and ±100 for the full control effect. Only part of the results is shown; count on the stated rates, not on these rows.

SMILES	NIH3T3 tox	SNCA viab count	IP6K1 inh	HEK293 tox	Luciferase inh	GPT2 inh	SNCA expr inh
CNC(=O)COC1CN(C(=O)c2ccc(C)cc2)CCC(=O)N(C)c2ccccc21 (stereo unspecified)	u	u	-3.3	-9.6%[57.5 µM]	x	-4.8%[27.3 µM]	1.3%[25.6 µM]
C=CCN1CC2(CCC1=O)CCN(Cc1cccc(C#N)c1)CC2	-18.0%	10.4%	15.0	-15.8%	-1.6%	-19.2%	36.3%[activator]
Cc1cc(CNC(=O)[C@@H]2CCC[C@@H](NC(=O)NC3(c4ccccc4)CCOCC3)CN(C)C(=O)C2)no1	3.4%	3.4%	6.5	0.8%	-0.7%	-1.1%	-7.2%
COc1ccc(NC(=O)CN2C(=O)NC3(CCC(C)CC3)C2=O)cc1OC (stereo unspecified)	-8.7%	-2.9%	4.9	-5.3%	1.8%	i	37.0%[activator]
Cc1noc(-c2ccco2)c1C(=O)NCc1cccc(Cl)c1	u	0.6%	9.7	u	2.3%	-7.0%	11.8%
CC1CCCC(C)N1C(=O)c1cc(-c2ccc(F)cc2)c2nncn2n1 (stereo unspecified)	u	-6.7%	13.4	-26.2%	x	-0.5%	11.4%
Cc1cc(C)c(NC(=O)Cn2nnc(C(=O)Nc3ccc(F)cc3F)c2N)c(C)c1	x	-1.5%	8.5	x	x	x	52.9%[activator]
Cc1ccncc1C(=O)N1CC(N(C)Cc2cccnc2)C1	4.5%	1.1%	-3.3	1.5%	35.5µM*	i	90.2%[activator]
CC(=O)c1cc(CN2CCC3(CC2)C(C(=O)O)CC(=O)N3C)n(C)c1 (stereo unspecified)	-1.0%	3.2%	0.9	-4.9%	-0.9%	-24.4%	6.2%
COCCNC(=O)C[C@@H]1c2nc(NC(=O)c3ccco3)sc2C[C@@H]2[C@](C)(CO)[C@H](O)CC[C@]21C	i	6.4%	-18.9	2.7%	6.7%	-2.7%	4.3%
COc1ccccc1-c1ccc2c(C(=O)NCC(F)(F)F)nn(C)c2n1	-18.9%	-4.0%	-7.7	3.7%	x	i	-28.4%
COc1cc(NC(=O)Cn2ncc3c([nH]c4ccc(C)cc43)c2=O)cc(OC)c1OC	x	-14.0%	2.9	x	x	x	2.8%
COc1ccc(-c2cc(C[C@H]3CNCC[C@H]3CC(=O)N3CCC(Cc4ccccc4)CC3)no2)cc1	u	-13.4%	4.5	u	-1.5%	1.6%	-9.0%
O=C1CCN(C(=O)[C@H](Cc2ccccc2)NS(=O)(=O)c2ccccc2)CCCOCCN1	-10.2%	2.1%	-5.9	-5.8%	-8.9%	i	21.0%
CN(C)c1ccc(C(CNC(=O)COc2ccc(Cl)cc2)N2CCOCC2)cc1 (stereo unspecified)	x	7.5%	-10.7	x	x	x	10.0%
CN1C(=O)c2cccn2CC1CNC(=O)C1CCCC1 (stereo unspecified)	-0.2%	0.2%	0.3	1.3%	-2.9%	0.3%	7.8%
COc1ccccc1CCC(=O)N1CCC(Oc2ncccc2C(=O)N(C)C)C1 (stereo unspecified)	i	7.0%	2.0	6.1%	-2.7%	i	-5.5%
COCCN1C[C@H]2COc3ccc(C)cc3[C@H]2N(C(=O)CC(C)C)CCC1=O	u	x	-10.1	u	x	x	x
CCCN1CCC2(CCN([S+](=O)([O-])c3c(C)noc3C)CC2)Oc2ccccc21	u	-7.3%	-6.8	u	5.4%	i	-2.1%
Cc1cc(=O)n(CC(=O)Nc2ccccc2C)c(-c2ccccc2)n1	i	-10.7%	0.1	9.3%	-0.6%	i	-8.6%
CN(C(=O)c1ccc(OC2CCN(C(=O)C3CC3)CC2)cc1)C1CCCc2ccccc21 (stereo unspecified)	u	-17.0%	-5.1	u	-11.0%	-10.9%	19.2%
CC(C)CCNC(=O)CC1Sc2ncccc2N(C)C1=O (stereo unspecified)	i	4.0%	0.8	5.4%	5.2%	-24.4%	-16.0%
O=S(=O)(Cc1ccccc1)N[C@H]1CO[C@H]2[C@@H]1OC[C@@H]2n1nnnc1Oc1ccc2c(c1)OCO2	-12.0%	0.6%	25.0	1.7%	0.2%	-12.6%	-0.3%
O=C1CC[C@@]2(C(=O)N3CCOCC3)CCCC[C@@H]2N1CCc1ccccc1	-18.1%	-21.6%	-10.2	2.5%	2.6%	-6.8%	2.3%
CC(C)Oc1ccc(CNC(=O)C2Cn3cccc3C(=O)N2C)cc1 (stereo unspecified)	-14.0%	16.7%	-4.6	-4.4%	-6.0%	-7.2%	u

Reprinted from the part before: two compounds, then new ones.
SMILES	NIH3T3 tox	SNCA viab count	IP6K1 inh	HEK293 tox	Luciferase inh	GPT2 inh	SNCA expr inh
O=C1CC[C@@]2(C(=O)N3CCOCC3)CCCC[C@@H]2N1CCc1ccccc1	-18.1%	-21.6%	-10.2	2.5%	2.6%	-6.8%	2.3%
CC(C)Oc1ccc(CNC(=O)C2Cn3cccc3C(=O)N2C)cc1 (stereo unspecified)	-14.0%	16.7%	-4.6	-4.4%	-6.0%	-7.2%	u
Cc1c(CNC(=O)c2ccccc2C2CCNC2)oc2ccccc12 (stereo unspecified)	-22.2%	-19.5%	-11.1	u	1.3%	0.3%	-5.6%
CC(NC(=O)c1ccc2nc(Cc3ccccc3)oc2c1)c1ccccc1 (stereo unspecified)	x	7.9%	10.8	x	x	x	u
Cc1cnn(CCC(=O)N2CCC3(CCOCC3)CC2)c1	0.6%	4.2%	3.4	u	0.3%	-4.6%	4.6%
COc1ccccc1NC(=O)c1oc2ccccc2c1NC(=O)c1c(F)cccc1F	x	-3.9%	-7.0	x	x	x	11.5%
O=C(NC1CCC(n2cc(C(=O)N3CCCC3)nn2)CC1)C(c1ccccc1)C1CCCC1 (stereo unspecified)	-0.1%	2.5%	19.9	6.9%	-6.1%	i	-10.1%
CCn1c(=O)c2sccc2n2c(CCCC(=O)Nc3ccc(OC)c(OC)c3)nnc12	x	-7.3%	7.4	x	x	x	-5.7%
Cc1ccc(OCC(O)CNc2nc(C)nc3c2c(C)nn3C)c(C)c1 (stereo unspecified)	u	1.2%	14.7	u	4.8%	u	-27.9%
COCCNC(=O)CC1=CSC2=NC(C)=C(C(=O)OC(C)C)C(c3ccc([N+](=O)[O-])cc3)N12 (stereo unspecified)	u	-7.1%	5.0	u	-6.0%	i	12.3%
Cc1ccc(-c2ncc(C(=O)NCCC3=CCCCC3)c(-c3ccncc3)n2)cc1	-19.1%	u	6.5	u	u	-6.0%	23.4%
Cc1ccsc1CN1CCCCCNC(=O)[C@@H]2CCC[C@@H]21	u	-1.6%	0.9	u	-10.6%	u	-11.8%
COc1ccc2[nH]cc(CCNC(=O)Nc3c(C)cccc3C)c2c1	x	-0.9%	-12.4	x	x	x	17.3%
COC(=O)c1cn([C@H]2CO[C@H]3[C@@H]2OC[C@@H]3NC(=O)c2ccc(C)cc2)nn1	i	0.9%[87.6 µM]	3.8	-2.2%[172 µM]	-2.1%[172 µM]	-15.8%[88.5 µM]	-7.8%[87.6 µM]
OCC1(CC2CC2)CCCN(c2nc(-c3ccccc3)no2)C1 (stereo unspecified)	u	6.4%	-4.5	u	14.1µM*	i	112.7%[activator]
CC1=C(c2ccc(C)c(C)c2)S(=O)(=O)N=C1N1CCC(C(=O)NCc2ccc(C)o2)CC1	x	-14.9%	-20.4	x	x	x	-6.0%
COc1ccc(C2Cn3nnc(-c4noc(-c5ccccc5)n4)c3CO2)cc1 (stereo unspecified)	-1.7%	4.8%	26.3	-9.2%	-7.6%	u	21.5%
COCCN1C(=O)CS(=O)C12CCN(C(=O)c1cccc3[nH]ccc13)CC2 (stereo unspecified)	0.8%	7.7%	7.6	u	7.0%	i	13.7%
O=C(C[C@@H]1O[C@H](CNC(=O)Nc2cccc(F)c2)[C@@H](O)[C@H]1O)NCc1ccc(F)cc1	-16.7%	-1.2%	4.8	0.9%	-27.2%	i	40.3%[activator]
COCCNC(=O)c1ccc2nnc(-c3ccc(Cl)cc3)n2c1	i	10.2%[87.6 µM]	-2.7	2.9%[172 µM]	x	u	45.7%[activator][87.6 µM]
CN(C)[C@@H]1CN(Cc2ccc(Br)o2)CC[C@@H]1CNC(=O)C1CC1	-14.4%	-0.8%[12.5 µM]	6.1	-23.6%	3.6%	i	16.7%
COCC1CN(C2CCC2)CC12CCN(C(=O)c1ccnn1C)CC2 (stereo unspecified)	-1.7%	11.7%	-1.4	4.5%	x	i	10.5%
COc1ccc(CCNC(=O)CCn2c(=O)c3ccccc3n(Cc3c(C)cc(C)cc3C)c2=O)cc1OC	x	-3.0%	13.2	x	x	x	u
O=C(NCCc1ccncc1)C1CN(C(=O)c2ccc(Cl)cc2)CC12CCOCC2 (stereo unspecified)	-1.6%	0.6%	17.1	2.0%	-4.2%	0.6%	9.3%
O=C(O)c1ccc(CC2CCN(C(=O)C3CC3)CC2)cc1	-6.4%	3.2%	0.6	i	1.8%	-7.1%	u
CN(C(=O)c1ccc(Cl)nc1)C1CCc2ccccc21 (stereo unspecified)	-20.0%[138 µM]	-1.0%[87.6 µM]	0.3	u	-12.1%[172 µM]	i	-3.0%[87.6 µM]
CN(CCc1noc(C2CN(Cc3ccncc3F)C2)n1)C(=O)C1CC1	-19.5%	8.2%	3.8	-25.8%	x	i	-15.9%

New compounds follow.
SMILES	NIH3T3 tox	SNCA viab count	IP6K1 inh	HEK293 tox	Luciferase inh	GPT2 inh	SNCA expr inh
CC(C)(C)C(=O)N1CCN(c2nccc(Nc3ccccc3F)n2)CC1	u	3.1%	16.8	u	x	-10.1%	113.5%[activator]
Cc1nc(C2CC23CCN(C(=O)Nc2ccc4c(c2)OCCO4)CC3)no1 (stereo unspecified)	-31.6%	-8.6%	20.9	-24.0%	x	-0.3%	99.5%[activator]
COC(=O)N1CCCC(N2C(=O)c3c(c(C)nn3-c3ccccc3)C2C)C1 (stereo unspecified)	-26.0%	x	0.9	u	x	x	x
Cc1cccc2c1-c1sc(C(=O)N(C)c3cccc(C(F)(F)F)c3)cc1CO2	x	-1.3%	-15.7	x	x	x	12.2%
COc1ccc(-c2cc(C(=O)OCC(=O)c3ccc(C)cc3)c3cccc(Cl)c3n2)cc1	x	-5.8%	-9.5	x	x	x	1.6%
O=C(O)c1cnc(NCc2ccccn2)nc1-c1cccc(Cl)c1	-0.3%	5.5%	-1.7	5.3%	-14.4%	i	-0.2%
Cc1nc(CN2C[C@H](C(=O)Nc3cccc(F)c3)C[C@@H]2c2ccc(F)cc2)cs1	39.8µM*	-20.7%[87.6 µM]	-3.9	39.8µM*	-11.8%[172 µM]	u	-28.0%[87.6 µM]
O=C(c1cccnn1)N1CC(F)(F)C[C@H]1c1nc(-c2ccccc2)no1	-18.5%	4.1%	-7.3	-7.5%	-2.6%	0.9%	u
COc1ccccc1Nc1ccnc(N2CCCC(C(=O)NCc3ccc(F)cc3)C2)n1 (stereo unspecified)	20µM*	1.0%[12.5 µM]	4.8	14.1µM*	x	i	u
Cc1ccc(CNC(=O)c2ccc3c(c2)CN(C2CCN(CC(C)C)CC2)CCO3)cc1	-27.0%	-1.7%	21.6	u	-8.0%	i	-5.2%
